Screening results: PubChem, National Center for Advancing Translational Sciences (NCATS)
Lipid storage S3: qHTS Assay for Lipid Storage Modulators in Drosophila S3 Cells. Drosophila S3 cells, BODIPY lipid droplet fluorescence, 18-24 h; cells fed with added oleic acid. lipid storage change, negative = inhibition, % at the top dose, mostly 46.1 µM; hits show Potency in µM. AID 2685. actives 0.64% (n = 320,000); active = well fitted inhibition curve with a large enough effect in the signal ratio, with a control signal flat, not every such curve was filed as active; inconclusive = small, poorly fitted or top-dose-only effect, or effect the other way, or a change in a side signal; the % refers to the signal ratio
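Laser-scanning cytometry quantifies lipid droplet accumulation (500–530 nm total intensity; droplet/cell object ratio) in oleic acid-fed (400 uM added) Drosophila S3 cells treated with a concentration series. 20 uM Triacsin C defined 100% inhibition.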
Lipid storage S3 cell count max: further read-out of Lipid storage S3, marked with its call; cell number change, %; measured here: cell count max response;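 cells counted by Cell Tracker Red CMTPX staining in the red channel; peak over a dose series mostly up to 46.1 µM; percent activity relative to internal control wells on each plate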
Active calls of the source: *; i = inactive; ? = inconclusive; / = no result given; [ ] = another dose, or the depositor's remark. % is scaled to controls: 0 for no effect and ±100 for the full control effect; potency is read from the fitted curve at half-maximal effect. A portion of the library (hit frequency here may not be typical).

Start of the data: the first six compounds as a preview:
SMILES | Lipid storage S3 | Lipid storage S3 cell count max
O=C(Nc1ccc2c(c1)OCO2)c1cnn2c(C(F)(F)F)cc(-c3ccco3)nc12 | ? | /
O=C(NCCN1CCNC1=O)C1CCC(=O)N(Cc2ccccc2F)C1 (configuration not stated) | ? | /
CCOC(=O)c1c(C)[nH]c(C(=O)OCC(=O)N(C)CC(=O)Nc2ccccc2Cl)c1C | ? | /
Cc1c(C2OC(=O)C3(CCCCC3)C(=O)C2(C)C)c(=O)n(-c2ccccc2)n1C (configuration not stated) | ? | /
CN(C)c1ccc(N/C=C/C(=O)C(F)(F)F)cc1 | ? | /
CCN(CC)C(=O)CSc1nc2cc3c(cc2c(=O)n1Cc1ccc2c(c1)OCO2)OCO3 | ? | /

Main list, previewed entries included:
SMILES | Lipid storage S3 | Lipid storage S3 cell count max
O=C(Nc1ccc2c(c1)OCO2)c1cnn2c(C(F)(F)F)cc(-c3ccco3)nc12 | ? | /
O=C(NCCN1CCNC1=O)C1CCC(=O)N(Cc2ccccc2F)C1 (configuration not stated) | ? | /
CCOC(=O)c1c(C)[nH]c(C(=O)OCC(=O)N(C)CC(=O)Nc2ccccc2Cl)c1C | ? | /
Cc1c(C2OC(=O)C3(CCCCC3)C(=O)C2(C)C)c(=O)n(-c2ccccc2)n1C (configuration not stated) | ? | /
CN(C)c1ccc(N/C=C/C(=O)C(F)(F)F)cc1 | ? | /
CCN(CC)C(=O)CSc1nc2cc3c(cc2c(=O)n1Cc1ccc2c(c1)OCO2)OCO3 | ? | /
COc1ccc(N2C(=O)CC(N(CCc3ccc(OC)c(OC)c3)C(=S)Nc3ccccc3)C2=O)cc1 (configuration not stated) | -7% | -12
O=C(COC(=O)Cn1cnc2ccccc21)NCc1ccc(F)cc1 | 6% | 21
O=C(NCc1ccco1)c1cccn2c(=O)c3cc4ccccc4cc3nc12 | ? | /
CC(=O)Nc1cccc(NC(=O)C2CCCN2C(=O)Nc2ccccc2C)c1 (configuration not stated) | ? | /
COc1ccc(C(=O)Nc2cc(-c3nn4c(C)nnc4s3)ccc2C)cc1 | ? | /
Cc1cc2cc(C(c3nnnn3CC3CCCO3)N3CCCc4ccccc43)c(=O)[nH]c2cc1C (configuration not stated) | i | -1
O=[N+]([O-])c1ccccc1OCC(O)CNC1CCCC1 (configuration not stated) | -18% | -12
COc1cc(OC)cc(C(=O)NCCNc2nc3cc(C)cc(C)c3cc2C#N)c1 | ? | /
Clc1ccc(Cn2ncc3c(NCCN4CCOCC4)ncnc32)cc1 | ? | /
COc1cc(C(=O)OCCC(C)C)cc(OC)c1O | ? | /
Cn1c(-c2ccc(C=O)s2)nc2ccccc21 | ? | /
CC(C)Cn1c(N)cc(=O)n(C)c1=O | -10% | -6
Cc1ccnc(NC(=O)CCS(=O)(=O)c2ccccc2)c1 | ? | /
Cc1ccsc1/C=N\Nc1cn[nH]c(=O)c1Cl | 4% | 3
O=C(NC(=S)N1CCOCC1)c1ccc(F)cc1 | -24% | 6
Nc1nc2ccccc2n1/N=C/c1ccc(Br)cc1 | ? | /
COc1cc(OC)cc(C(=O)N2CCC3(CC2)NCCc2[nH]cnc23)c1 | i | 25
CC1S/C(=N/N=C/c2ccco2)N(Cc2ccccc2)C1=O (configuration not stated) | ? | /
Cn1c(=O)c2c(nc(NCc3ccccc3)n2CC(N)=O)n(C)c1=O | -1% | 0
CCN(CC)S(=O)(=O)c1ccc2c(c1)nc(SCC(=O)N1CCCCCC1)n2-c1ccc(OC)cc1 | ? | /
O=C(C1CCCN(S(=O)(=O)c2ccccc2)C1)N1CCN(c2ccc(F)cc2)CC1 (configuration not stated) | ? | /
COC(=O)c1cc(OC)c(OC)cc1NC(=O)CN1CCOCC1 | ? | /
CC(C)[C@H](NC(=O)c1cccc(S(=O)(=O)N2CCCC2)c1)c1nc2ccccc2[nH]1 | i | 12
CSCCC(NS(=O)(=O)c1ccc2c(c1)oc(=O)n2C)C(=O)NC1CCC(C)CC1 (configuration not stated) | 24% | -2
NC(=O)/C=C\c1cn(-c2ccccc2)nc1-c1ccc2c(c1)OCCO2 | 33% | 14
CCC(C)NC(=O)Cc1c(C)c2cc3c(cc2oc1=O)OC(C)(C)CC3 (configuration not stated) | ? | /
Nc1ccc(Oc2ccc(Cl)cc2)cc1 | ? | /
CCCCC(=O)Nc1ccccc1CC | ? | /
CCN1CCN(C(=S)c2ccc(O)cc2)CC1 | ? | /
C=CCc1cccc2cc(C(=O)NCc3ccc(C(=O)OCC)o3)c(=O)oc12 | i | -1
CCc1ccc(NC(=O)CCS(=O)(=O)c2ccc(Br)cc2)cc1 | i | 6
CCN1CCN(C(c2ccccc2)c2nnnn2Cc2ccc(OC)cc2)CC1 (configuration not stated) | 0% | 1
COc1ccc(Cl)cc1Nc1nc(C)nc2c1nnn2Cc1ccccc1 | ? | /
C(=N\Nc1nncn1/N=C/c1ccco1)/c1ccco1 | ? | /
O=C1C=C(c2ccc(-c3ccccc3)c(F)c2)C[C@@H](c2ccc(Cl)cc2)C1 | ? | /
O=C(Nc1cccc(F)c1)C1CCN(C(=O)c2ccccc2Cl)CC1 | ? | /
CCN1C(=O)C(=O)N(CC(=O)N(C)CC(=O)Nc2ccccc2Cl)C1=O | ? | /
Cc1nn(-c2ccccn2)c2c1C(c1c(F)cccc1Cl)C1=C(N2)c2ccccc2C1=O (configuration not stated) | ? | /
O=C(O)c1cc(NC(=O)c2ccccc2F)cc(NC(=O)c2ccccc2F)c1 | ? | /
Cc1cccc(NC(=O)CCc2ccc(C)o2)c1 | ? | /
O=C(C1CCCCN1S(=O)(=O)c1ccccc1[N+](=O)[O-])N1CCCC1 (configuration not stated) | ? | /
CC(=O)N1CCOc2ccc(S(=O)(=O)NCCc3ccc(Cl)cc3)cc21 | -19% | 26
CCCCNC(=O)CC1C(=O)N(Cc2ccccc2)C(C)c2nc3ccccc3n21 (configuration not stated) | 5% | -4
COc1ccc(CCNC(=O)C(=O)NCC2CCCN2S(=O)(=O)c2cccs2)cc1OC (configuration not stated) | 20% | /
CCCn1nc(C(=O)NCC(C)(C)N2CCOCC2)c2ccccc2c1=O | -1% | 0
CC(C)(C)NS(=O)(=O)c1ccc(NC(=O)C2CC(=O)N(CCc3ccc(F)cc3)C2)cc1 (configuration not stated) | i | 1
O=C(COC(=O)c1ccc2c(c1[N+](=O)[O-])C(=O)c1ccccc1C2=O)NC1CC1 | ? | /
Cc1c(N=C/C=C2/N(C)c3ccccc3C2(C)C)c(=O)n(-c2ccccc2)n1C | -1% | 1
Cc1ccc(CS(=O)Cc2ccc(C(=O)NCC(C)c3ccccc3)o2)cc1 (configuration not stated) | 14% | /
COc1ccc(CNC(=O)C2CCCN(c3ncnc4c3nc3n4CCCCC3)C2)cc1 (configuration not stated) | 3% | 3
Cc1cc(Cl)c(OCCn2ccnc2)c(Br)c1 | -12% | -19
Cn1c(=O)c2c(SCC(=O)Nc3nccs3)nc(C3CC3)nc2n(C)c1=O | -14% | 3
CCC(c1nnnn1C1CCCC1)N1CCN(C(=O)c2ccco2)CC1 (configuration not stated) | 20% | -1
Cc1cccc(NC(=O)CN2CCN(C(=O)C3CCC3)CC2)c1C | ? | /

6 compounds out of the list, arranged by heavy-atom count, falling:
SMILES | Lipid storage S3 | Lipid storage S3 cell count max
CCCCNC(=O)CC1C(=O)N(Cc2ccccc2)C(C)c2nc3ccccc3n21 (configuration not stated) | 5% | -4
C=CCc1cccc2cc(C(=O)NCc3ccc(C(=O)OCC)o3)c(=O)oc12 | i | -1
COc1ccc(C(=O)Nc2cc(-c3nn4c(C)nnc4s3)ccc2C)cc1 | ? | /
NC(=O)/C=C\c1cn(-c2ccccc2)nc1-c1ccc2c(c1)OCCO2 | 33% | 14
CN(C)c1ccc(N/C=C/C(=O)C(F)(F)F)cc1 | ? | /
Nc1ccc(Oc2ccc(Cl)cc2)cc1 | ? | /

Next results follow:
SMILES | Lipid storage S3 | Lipid storage S3 cell count max
Oc1c(Br)cc(Br)cc1C=Nc1cccnc1 | ? | /
CCC1CCCCN1S(=O)(=O)c1ccc(NC(=O)c2snnc2C)cc1 (configuration not stated) | ? | /
NC(=O)[C@@H]1CCCN1Cc1nc(-c2ccc(C(F)(F)F)cc2)no1 | -6% | 0
CCOc1ccc(NC(=O)CN(C)C(=O)c2cccnc2SC)cc1OCC | 19% | 9
COc1ccc(NC(=S)N2CCCCCC2)cc1OC | ? | /
Cn1c(=O)c2c(nc(NCc3cccnc3)n2Cc2ccccc2Cl)n(C)c1=O | ? | /
Cc1ccc(-n2c(=O)c3ccc(C(=O)NCc4ccco4)cc3n(Cc3ccccc3C#N)c2=O)cc1 | -16% | -4
C=CCOc1ccc(/C=N/NC(=O)C(=O)N2CCCCCC2)cc1OC | ? | /
COc1ccc(C2c3ccc(O)cc3Oc3ncn4nc(-c5ccccn5)nc4c32)cc1OC (configuration not stated) | 12% | 9
CCCCC(C(=O)O)C(C)CC(=O)Nc1nccs1 (configuration not stated) | 3% | 10
CCN(CC)S(=O)(=O)c1ccc(C(=O)OCC(=O)c2ccc3c(c2)NC(=O)CO3)cc1 | ? | /
O=C(CN1C(=O)NC2(CCc3ccccc32)C1=O)c1c[nH]c2ccccc12 (configuration not stated) | ? | /
COc1ccc(CC(=O)NCc2nc(-c3ccccc3)no2)cc1 | ? | /
CC(=O)N(c1ccccc1)c1nc(/C=C/C(=O)Nc2c(C)cc(C)cc2C)cs1 | 14% | -8
COc1ccc(NC(=O)CC2C(=O)N(CCc3ccccc3)C(=S)N2Cc2cccnc2)cc1 (configuration not stated) | ? | /
Cc1ccccc1OCC1Cn2c(nc3c2c(=O)[nH]c(=O)n3C)O1 (configuration not stated) | ? | /
C=CCn1c(CNC(=O)c2ccco2)nnc1SCC(=O)Nc1cccc(Br)c1 | i | 17
O=c1c2ccccc2cnn1Cc1n[nH]c(=S)n1-c1ccccc1Cl | ? | /
COc1ccc(OC(C)C(=O)Nc2ccc([N+](=O)[O-])cc2)cc1 (configuration not stated) | 2% | 2
CC(=O)Nc1ccc(NC(=O)C(=O)NCC(c2ccco2)N2CCc3ccccc32)cc1 (configuration not stated) | ? | /
CC1CCc2c(sc3[nH]c(=S)n(C)c(=O)c23)C1 (configuration not stated) | i | 4
COc1cc(/C=N/NC(=O)c2ccccn2)ccc1OC(=O)c1cccs1 | ? | /
Cn1cc(/C=N/NC(=O)c2cc3cc(Br)ccc3o2)c2ccccc21 | ? | /
COc1nc(OCCNC(=O)Nc2ccccc2)nc(N(C)C)n1 | ? | /
COc1cc(/C=N/NC(=O)CCNC(=O)c2ccccc2Cl)ccc1O | i | /
COc1ccccc1CNC(=O)CCS(=O)(=O)c1ccc2c(c1)CCCN2C(C)=O | 13% | 0
COc1ccc(F)cc1S(=O)(=O)Nc1ccc2c(c1)OCO2 | ? | /
COc1cccc(NC(=O)N2CCN(c3cccc(C)c3)C(C)C2)c1 (configuration not stated) | -14% | 5
Cc1ccc(-c2csc(NCCn3c(C(F)(F)F)nc4ccccc43)n2)cc1 | 23% | 14
O=C(N/N=C/c1ccc([N+](=O)[O-])cc1)c1cccs1 | 9% | 12
O=C(CSCc1ccc([N+](=O)[O-])cc1)Nc1cccc(C(=O)Nc2ccccc2C(=O)O)c1 | -8% | 1
CC(=O)Nc1nc2ccccc2n1CCOc1ccccc1Cl | ? | /
CC1CCCN(CC(=O)Nc2ccc(S(=O)(=O)N3CCCC3)cc2)C1 (configuration not stated) | ? | /
O=C(CCl)N1CCCC1c1ccc2c(c1)OCCO2 (configuration not stated) | i | 14
CC(=O)N1CCN(c2ccc(NC(=O)c3ccco3)cc2)CC1 | i | -10
NC(=O)N/N=C1\c2ccccc2-c2c(C(N)=O)cccc21 | 14% | 3
N[C@@H](CO)c1nnc([C@H](CC(=O)O)NC(=O)C2CCNCC2)o1 | -10% | -17
Cn1c(=O)c2c(ncn2CC(O)CO)n(C)c1=O (configuration not stated) | -12% | -15
CCOC(=O)c1c(S(=O)(=O)NCC(=O)NCc2ccc(C)cc2)c(C)n(C)c1C | 11% | 3
O=C(O)CSCC(=O)NC1CCCc2ccccc21 (configuration not stated) | ? | /

Gathered by group: the entries above containing a cyano group
SMILES | Lipid storage S3 | Lipid storage S3 cell count max
COc1cc(OC)cc(C(=O)NCCNc2nc3cc(C)cc(C)c3cc2C#N)c1 | ? | /
Cc1ccc(-n2c(=O)c3ccc(C(=O)NCc4ccco4)cc3n(Cc3ccccc3C#N)c2=O)cc1 | -16% | -4

Next entries
SMILES | Lipid storage S3 | Lipid storage S3 cell count max
O=C(c1ccc(Br)s1)N1CCN(c2ncccn2)CC1 | i | /
Cc1ccnc2nc(C(=O)OCC(=O)N(CC(C)C)C3CCS(=O)(=O)C3)nn12 (configuration not stated) | 10% | 2
CN(C(=O)c1ccc(S(=O)(=O)N2CCOCC2)cc1)C1CCS(=O)(=O)C1 (configuration not stated) | 28%[0.0737 µM] | -10
COc1cc(NS(=O)(=O)c2ccccc2)ccc1-n1nc(C)cc1C | 9% | 13
C=CCNC(=S)NNC(=O)c1ccc([N+](=O)[O-])cc1 | -1% | 6
COc1cccc(Cn2c(-c3cccs3)noc2=O)c1 | ? | /
